Screens (PubChem)
PLCg1 inh = PLC-gamma1 (human) inhibition, primary screen; purified PLC-gamma1, fluorogenic substrate, fluorescence; inhibition, % at 12.2 µM; actives 0.84% (n = 370,000); in the data active = inhibition above about 9.5%
hgDAF12 agonist = hgDAF-12 agonism, primary luciferase screen. AID 687014. HEK293 GAL4-hgDAF12 UAS-luciferase reporter, agonist luminescence; normalized to butyrate control. actives 1.8% (n = 370,000). activation, % at 6.8 µM;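 active = activation above a cutoff set at the mean of all screened compounds plus 3 SD, cut at about 10% in these data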;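 note: 0% = DMSO wells and 100% = sodium butyrate wells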
SMARCA2 activ = increases SMARCA2 function in MMTV reporter cells; actives 1% (n = 370,000); activation, % at 9.1 µM; MG213 cells, MMTV-luciferase reporter, dexamethasone, overnight; in the data active = activation above about 7.8%;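 note: 0% = vehicle wells and 100% = reference activator wells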
ssDAF-12 act = activates DAF-12 receptor from parasite S. stercoralis; activation, % at 6.8 µM; actives 1% (n = 370,000); HEK293 ssDAF-12/GRIP1 lit1-tk-luc reporter, luminescence; % of 3 µM dafachronic acid response; AID 652126;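 active = activation above the mean over all tested compounds plus 3 SD, cut at about 0.9% in these data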;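 note: 0% = DMSO-only wells and 100% = 3 µM delta7-dafachronic acid wells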
ADAM17 inh = ADAM17 inhibition, QFRET primary screen; inhibition, % at 6.95 µM; actives 0.83% (n = 370,000); P78536; recombinant ADAM17, EDANS/DABCYL FRET peptide cleavage; AID 720648;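 active = inhibition above the mean of compounds lying between control limits plus 3 SD, set per campaign, cut at about 8.5% in these data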;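 note: 0% = DMSO-only wells as the low control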
DAX1 inh-1 = inhibitors of human orphan nuclear receptor DAX1 (NR0B1); inhibition, % at 6.75 µM; actives 0.99% (n = 340,000); AID 504766; HEK293 Gal4-DAX1 luciferase reporter, luminescence;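 active = inhibition above the mean over all tested compounds plus 3 SD, cut at about 4.2% in these data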;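 note: 0% = DAX1-transfected cells with DMSO and 100% = empty-vector control cells with DMSO; inhibition shows as a rise in luminescence from relieved DAX1 repression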
DAX1 inh-2 = inhibitors of DAX1 repression of SF-1 activated StAR promoter | HEK293T StAR-luciferase reporter, SF-1/DAX-1 repression relief | inhibition, % at 6.8 µM | actives 1.1% (n = 370,000) | AID 652010;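 active = inhibition above the mean over all tested compounds plus 3 SD, cut at about 3.6% in these data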;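 note: 0% = DAX-1 cells with DMSO and 100% = cells lacking DAX-1 with DMSO; higher inhibition means more luminescence from relief of DAX-1 repression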
hcDAF-12 act = activators of H. contortus DAF-12 nuclear receptor. AID 652067. activation, % at 6.8 µM. HEK293 hcDAF-12 lit1-tk-luc reporter, luminescence; 0% DMSO, 100% Δ7-dafachronic acid. actives 1.4% (n = 370,000);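 active = activation above the mean of all tested compounds plus 3 SD, cut at about 5.5% in these data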;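 note: 100% = response to 3 µM Δ7-dafachronic acid high control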
MBD2 DNA inh = MBD2-methylated oligo binding inhibition; actives 0.31% (n = 370,000); AID 686964; inhibition, % at 4.4 µM; Q9UBB5; TR-FRET, MBD2 binding to methylated oligonucleotide; in the data active = inhibition above about 13%
PLCb3 inh = blocks human PLC-beta3 enzyme activity | Q01970 | Purified PLC-beta3, fluorogenic substrate, fluorescence | inhibition, % at 12.2 µM | actives 0.18% (n = 370,000); in the data active = inhibition above about 11%;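 note: 0% = median of compound wells on plate and 100% = full blocker control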
Target sequence (Q01970 whole entry, looked up): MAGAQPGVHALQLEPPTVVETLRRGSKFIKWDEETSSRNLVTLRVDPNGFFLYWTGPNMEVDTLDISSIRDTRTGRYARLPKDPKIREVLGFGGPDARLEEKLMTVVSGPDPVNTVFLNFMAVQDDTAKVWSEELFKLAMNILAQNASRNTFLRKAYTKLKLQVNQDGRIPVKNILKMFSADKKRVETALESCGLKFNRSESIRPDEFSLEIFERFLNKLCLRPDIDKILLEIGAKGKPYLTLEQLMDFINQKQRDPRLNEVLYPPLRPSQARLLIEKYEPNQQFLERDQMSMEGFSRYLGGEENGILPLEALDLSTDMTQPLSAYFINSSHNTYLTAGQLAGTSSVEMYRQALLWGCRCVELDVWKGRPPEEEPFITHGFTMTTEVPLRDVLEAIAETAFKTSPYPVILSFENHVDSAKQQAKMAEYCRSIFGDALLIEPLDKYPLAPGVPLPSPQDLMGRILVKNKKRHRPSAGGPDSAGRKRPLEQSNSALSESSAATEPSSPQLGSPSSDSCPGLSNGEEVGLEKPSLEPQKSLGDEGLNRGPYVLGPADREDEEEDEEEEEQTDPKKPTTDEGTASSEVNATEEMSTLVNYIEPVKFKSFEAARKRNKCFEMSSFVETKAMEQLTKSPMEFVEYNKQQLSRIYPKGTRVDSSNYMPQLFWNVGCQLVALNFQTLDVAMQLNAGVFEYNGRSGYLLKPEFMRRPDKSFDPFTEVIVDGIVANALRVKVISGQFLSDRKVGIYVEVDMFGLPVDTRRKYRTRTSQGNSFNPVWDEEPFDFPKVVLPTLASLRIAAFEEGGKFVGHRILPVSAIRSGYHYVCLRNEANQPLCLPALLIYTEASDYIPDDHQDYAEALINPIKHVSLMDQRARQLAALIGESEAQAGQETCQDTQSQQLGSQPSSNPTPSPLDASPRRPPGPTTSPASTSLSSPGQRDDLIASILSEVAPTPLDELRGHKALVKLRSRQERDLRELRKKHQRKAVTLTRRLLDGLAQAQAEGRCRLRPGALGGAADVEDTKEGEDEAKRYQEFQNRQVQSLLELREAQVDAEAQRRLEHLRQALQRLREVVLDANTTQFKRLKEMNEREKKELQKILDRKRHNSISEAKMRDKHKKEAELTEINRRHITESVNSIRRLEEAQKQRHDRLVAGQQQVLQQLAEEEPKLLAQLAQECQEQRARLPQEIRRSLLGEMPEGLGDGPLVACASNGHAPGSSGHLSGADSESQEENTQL
Rev-erbA mod = modulators of human Rev-erb alpha DNA binding; actives 0.79% (n = 370,000); Rev-erbα–FITC-DNA binding, fluorescence polarization, 90 min; activity, % at 10 µM; AID 1259318; P20393;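 active = activity above about 14%, limit read from the data; passing the limit was not always enough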;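 note: 0% = DMSO wells with 35 nM protein and 100% = DMSO wells with 750 nM protein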
Numbers without * were called inactive; i = inactive; . = not tested or not shown. This is a random part of the collection; 7.4% or so of the library scored in one or more.

structure,PLCg1 inh,hgDAF12 agonist,SMARCA2 activ,ssDAF-12 act,ADAM17 inh,DAX1 inh-1,DAX1 inh-2,hcDAF-12 act,MBD2 DNA inh,PLCb3 inh,Rev-erbA mod
O=C(NCCCNC(=O)c1cc(Cl)ccc1Cl)c1cnccn1,0,-0.3,-2,-1.3,1,0.4,0.2,-1.3,-1,-5,-1
Cc1cc2nccc(-c3ccc(Cl)c([N+](=O)[O-])c3)n2n1,-4,1.0,0,-1.4,0,-0.5,0.3,0.5,-2,-1,-1
COc1cccc(CN2C(=O)[C@H]3Cc4c([nH]c5ccccc45)C(C)(C)N3C2=O)c1,-4,-3.9,-2,-1.8,5,-3.0,-0.9,-2.5,-4,-5,2
CCNC(=S)NCCN1CCCCC1,4,-0.3,-2,-0.9,-2,0.3,-0.3,-0.4,-1,-1,.
CCOc1cc(C(=S)N2CCOCC2)ccc1OS(=O)(=O)c1ccccc1,-1,1.6,2,-1.2,-4,-1.9,1.4,-1.7,4,1,4
O=C(Nc1ccn(-c2ccccc2)n1)c1ccc(S(=O)(=O)N2CCCCCC2)cc1,0,-5.0,-2,-1.1,0,-0.6,-1.1,-3.5,-4,-1,-3
O=C(CNC(=O)N1CC(=O)Nc2ccccc21)NCCCc1ccccc1,-4,6.1,-1,-1.1,-7,2.1,1.3,2.1,1,-3,-1
N#Cc1cccnc1N1CCN(C(=O)c2cccc3c2C(=O)c2ccc(Cl)cc2S3(=O)=O)CC1,-94,-1.8,14*,-0.9,-18,-0.3,0.4,-2.1,-11,-150,7
Cc1ccc(Cl)cc1N1CCN(C(=O)C2CCN(S(=O)(=O)c3c(C)nn(C)c3C)CC2)CC1,9,-5.8,-1,-1.8,2,-3.5,-1.9,-3.4,-2,4,-2
CCC1(c2ccccc2)NC(=O)N(CC(=O)NNC(=O)c2ccoc2C)C1=O (stereo not drawn),-1,1.6,-1,-0.2,-3,2.1,-0.1,-0.3,4,2,-1
CC(C)C[C@H](NC(=O)c1[nH]cnc1C(=O)N[C@@H](C)C(=O)OC(C)(C)C)C(=O)OCc1ccccc1,6,-0.3,2,-1.1,12*,0.5,-0.3,-1.7,-4,3,-5
COc1ccc(N2CCN(C(=O)c3cc(-c4ccc(F)cc4)[nH]c3C)CC2)cc1,7,1.9,-2,-2.0,5,-0.9,-0.6,-2.2,4,-3,-3

Three entries from above, arranged by length of the SMILES, descending.
structure,PLCg1 inh,hgDAF12 agonist,SMARCA2 activ,ssDAF-12 act,ADAM17 inh,DAX1 inh-1,DAX1 inh-2,hcDAF-12 act,MBD2 DNA inh,PLCb3 inh,Rev-erbA mod
O=C(Nc1ccn(-c2ccccc2)n1)c1ccc(S(=O)(=O)N2CCCCCC2)cc1,0,-5.0,-2,-1.1,0,-0.6,-1.1,-3.5,-4,-1,-3
CCC1(c2ccccc2)NC(=O)N(CC(=O)NNC(=O)c2ccoc2C)C1=O (stereo not drawn),-1,1.6,-1,-0.2,-3,2.1,-0.1,-0.3,4,2,-1
CCNC(=S)NCCN1CCCCC1,4,-0.3,-2,-0.9,-2,0.3,-0.3,-0.4,-1,-1,.

Carrying on.
structure,PLCg1 inh,hgDAF12 agonist,SMARCA2 activ,ssDAF-12 act,ADAM17 inh,DAX1 inh-1,DAX1 inh-2,hcDAF-12 act,MBD2 DNA inh,PLCb3 inh,Rev-erbA mod
Nc1ccccc1-c1nc2ccccc2[nH]1,i,11*,3,-0.6,i,2.5,4.0*,2.1,-2,i,1
O=C(NC(=S)Nc1ccccc1Br)c1ccc2c(c1)OCO2,0,9.8,4,-0.7,-4,0.4,3.0,2.6,3,-5,5
O=C(NCc1ccccc1)C(c1ccc(O)cc1)N(C(=O)Cn1nnc(-c2cccs2)n1)c1ccc2c(c1)OCCO2 (stereo not drawn),2,-0.5,-2,-0.9,3,0.1,-0.4,-1.9,-7,3,0
O=C(COc1ccccc1)NCC(c1ccco1)N1CCN(c2ccccc2)CC1 (stereo not drawn),5,12*,-1,-0.9,-7,-1.6,-2.1,0.1,-1,-19,3
O=C(COC(=O)C1CCN(S(=O)(=O)c2ccccc2C(F)(F)F)CC1)NCc1ccc(F)cc1,-1,-1.6,-2,-0.2,0,-1.4,-0.1,0.4,4,2,-9
CCOC(=O)/C=C(\C)Sc1cc(=O)oc2ccccc12,-1,-3.8,-5,-1.5,-2,-2.8,-2.3,-0.5,-10,-1,.
O=C(O)C1C2C=CC(C2)C1C(=O)Nc1cccc(F)c1 (stereo not drawn),-1,-1.6,6,-0.8,-2,-0.9,0.1,-0.6,-1,5,-2
COc1ccc(C(=O)Cn2c(Br)nc3c2c(=O)n(C)c(=O)n3C)cc1OC,2,-1.1,-3,-1.2,-4,1.3,0.3,-0.8,-3,1,-1
COc1ccc(/C=C2/SC(=S)N(NS(=O)(=O)c3ccc(C)cc3)C2=O)cc1,-5,0.0,-5,-0.8,-9,-0.8,-0.4,-1.2,8,-16,-8
Nc1nsnc1C(=O)NCCO,-6,-1.5,1,-1.8,-11,0.7,1.0,0.2,-3,-6,0
O=C(Nc1ccc2c(c1)OCO2)c1cc(C2CCCCN2C(=O)OCCF)on1 (stereo not drawn),-2,1.7,0,-1.4,3,.,-0.2,-0.2,-3,3,5
Cc1cc(C)nc(SCCC(=O)N(C)C)n1,4,-0.2,-2,-0.7,-1,1.2,0.8,-1.3,0,2,2
Cc1n[nH]c(C)c1CCCCOc1ccccc1[N+](=O)[O-],2,-4.2,0,-1.6,-2,-1.9,-1.2,-3.3,0,-2,2
O=C(CNC(=O)c1ccco1)NCC(=O)OC(C(=O)c1ccccc1)c1ccc(Cl)cc1 (stereo not drawn),-1,-1.2,-2,-1.6,-1,0.3,0.0,0.0,1,-1,-4
Cc1cccc(NC(=O)CCNC(=O)c2ccc(Br)cc2)c1C,-1,-0.1,1,-1.0,-5,0.3,-0.9,-1.6,-1,-3,0
CNC(=O)NC(=S)NC(=O)c1cccc(Cl)c1,1,0.2,-8,-1.3,-5,-0.9,0.1,-0.8,-7,-1,-2
CCCN1C(=S)SC(C)(C)C1/[N+]([O-])=C/c1cccnc1 (stereo not drawn),1,0.3,1,0.4,-1,0.4,0.1,-0.2,-1,4,4
CCOc1ccc(C2C(C(=O)c3ccc(C)o3)=C(O)C(=O)N2c2nc(C)c(C(=O)OC)s2)cc1 (stereo not drawn),-13,0.9,2,-1.1,-6,0.3,2.3,0.6,-8,-23,0
COc1ccc(CNC(=O)CC[C@H]2O[C@@H](n3cc(C)c(=O)[nH]c3=O)C[C@@H]2O)cc1,0,1.6,-1,-0.9,-5,.,0.9,-1.9,1,-2,5
Cc1ccc(CN2CCCC(CO)(Cc3ccccc3C)C2)s1 (stereo not drawn),1,4.3,1,-1.4,5,0.3,0.4,1.4,-7,-1,3
C=C(C)c1cccc(C(C)(C)NC(=O)N2CCN(C(=O)OCC)CC2)c1,2,-3.8,-5,-1.1,-5,0.1,0.6,-2.9,4,-2,-1
CCn1c(CNC(=O)c2ccco2)nnc1SCC(=O)Nc1cc(C)c(C)cc1Br,1,0.3,1,-0.5,-7,-0.6,-1.2,-1.0,1,-1,-6
CN(CC(=O)Nc1cccc(F)c1)C(=O)c1cc(=O)[nH]c2ccccc12,-30,-0.5,-1,-1.5,-23,0.4,-0.3,-0.4,3,-35,-2
COc1ccc(OC)c(NC(=O)CSc2nnc(CCCO)n2-c2ccccc2)c1,-1,-0.2,-3,-1.5,-4,0.4,0.0,0.4,-2,-3,6
CCOC(=O)/C(=C\c1ccccc1)NC(=O)c1ccccc1,1,1.3,-4,-1.4,-1,2.0,-0.2,2.4,0,-7,-4
Nn1cnc2c([nH]c3ccccc32)c1=O,0,-0.2,-1,0.8,-10,0.0,-0.8,4.1,-1,-3,0
O=[N+]([O-])c1ccc(Nc2nccc(Cl)n2)cc1,-3,3.8,-2,-1.5,0,.,-0.4,0.0,5,-5,7
CCOc1ccc(OC(=O)NC(c2ccccc2)C(Cl)(Cl)Cl)cc1 (stereo not drawn),-1,-0.2,1,-1.1,-5,0.1,0.7,-1.6,0,1,-6
O=C(Nc1cccc2cccnc12)c1ccc(Cl)cc1,-1,3.4,-1,1.2*,6,1.3,1.0,6.7*,1,-7,-4
C/C(=N\OC(=O)Nc1ccccc1)c1ccc(C)cc1,-1,3.9,6,-0.9,0,5.9*,0.9,0.5,3,-5,-2
Cc1cccc(CN2CCN(C3CN(Cc4cn(Cc5ccccc5C(F)(F)F)nn4)S(=O)(=O)C3)CC2)c1 (stereo not drawn),2,-1.2,-4,-1.3,0,.,-1.7,-3.2,6,3,-3
Cc1cc(Br)c(OCc2ccc(C(=O)N/N=C3\CC4CC=CC34)cc2)c(Br)c1 (stereo not drawn),-1,3.1,2,-0.4,1,0.6,-0.5,-0.8,2,0,-2
CC(OC(=O)c1ccccc1N1C(=O)C2C3CCC(C3)C2C1=O)C(=O)c1ccccc1 (stereo not drawn),2,-1.8,-2,-1.8,2,-1.3,-0.8,-1.9,-2,4,-2
COc1ccccc1CNC(=O)C1CCN(S(=O)(=O)c2c(C)noc2C)CC1,0,1.4,-5,-0.5,-5,-0.6,0.0,-1.4,-2,-2,6
CCn1c(CN2CCN(c3ccc(OC)cc3)CC2)nc2cc(S(=O)(=O)N(C)C)ccc21,3,-2.9,-1,-0.9,3,-1.4,-0.3,-2.3,-1,-3,-7
C[C@H](CO)N1C[C@H](C)[C@@H](CN(C)S(=O)(=O)c2ccc(C#N)cc2)OCc2cnnn2CCCC1=O,1,0.4,2,-0.3,-3,2.5,0.7,-0.4,1,3,3
COc1cc(C2CC(C(F)(F)F)n3ncc(C(=O)O)c3N2)cc(OC)c1OC (stereo not drawn),2,0.0,-1,-1.0,2,2.1,0.4,-0.7,0,2,-5
N#Cc1ccc(CN(Nc2ccccc2)c2ccccc2)cc1,7,-0.7,-8,-1.4,8,0.7,-1.8,-1.7,-3,3,-1
NS(=O)(=O)c1ccc(NC(=O)CSc2nnc(-c3ccc(O)cc3)o2)cc1,3,4.5,-3,0.2,-1,0.8,-0.6,4.3,2,-5,4
CCCc1cc(CN2CCOCC2)c(O)c(CN2CCOCC2)c1O,-5,-1.0,-3,-0.8,-4,0.9,-1.3,-1.5,-5,-6,2
COc1ccc(-c2cc(-c3nnc(SCC(=O)NC4CCCCC4)n3N)[nH]n2)cc1,-1,2.5,1,-0.1,-1,.,-2.1,1.7,1,1,-4
Cc1c(C(=O)N2CCCCC2)sc(NC(=O)c2ccco2)c1C#N,-6,-1.5,0,-1.9,3,0.5,-0.2,1.3,2,-11,4
COc1ccccc1CNC(=O)N1CCN(S(=O)(=O)c2ccc(C)cc2)CC1,2,2.3,1,-1.4,-1,0.4,0.0,-1.0,0,-2,-1
COc1ccc([C@H]2CC(=O)C=C(c3cccc4c3Oc3ccccc3S4)C2)cc1OC,-3,-3.5,1,-1.8,2,0.8,-1.2,-2.0,1,-7,3
CCOCCCNC(=O)C(c1ccc(Cl)cc1)N(Cc1ccc2c(c1)OCO2)C(=O)CNC(C)=O (stereo not drawn),0,-0.1,1,-2.1,-6,-0.5,-0.6,-0.5,0,-2,5
CCOC(=O)c1cc(C)sc1NC(=O)CSc1nccn1C,2,-3.0,7,-1.1,-2,-0.3,-0.6,-1.8,6,-2,4
